High-throughput results (PubChem)
Kir21 block: inhibitors of mouse Kir2.1 inward-rectifier potassium channel; Inward rectifier potassium channel 2 (Mus musculus), P35561; HEK293-Kir2.1, FluxOR thallium flux fluorescence; stronger effect = lower value; B-score at 10 µM; hit rate 0.85% among 310,000; AID 1672, 2009;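 active means fluorescence ratio B-score at or below minus 3 SD of library scores, with starting-brightness B-score within 2 SD, cut at about -4.2 in these data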;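 further: channel flux triggered by added potassium and thallium sulfate stimulus; B-score of peak minus minimum fluorescence over baseline after thallium stimulus; more negative B-score means stronger Kir2.1 block with less thallium influx; some compounds called inactive have numbers as strong as hits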
Target sequence (P35561 whole entry, looked up): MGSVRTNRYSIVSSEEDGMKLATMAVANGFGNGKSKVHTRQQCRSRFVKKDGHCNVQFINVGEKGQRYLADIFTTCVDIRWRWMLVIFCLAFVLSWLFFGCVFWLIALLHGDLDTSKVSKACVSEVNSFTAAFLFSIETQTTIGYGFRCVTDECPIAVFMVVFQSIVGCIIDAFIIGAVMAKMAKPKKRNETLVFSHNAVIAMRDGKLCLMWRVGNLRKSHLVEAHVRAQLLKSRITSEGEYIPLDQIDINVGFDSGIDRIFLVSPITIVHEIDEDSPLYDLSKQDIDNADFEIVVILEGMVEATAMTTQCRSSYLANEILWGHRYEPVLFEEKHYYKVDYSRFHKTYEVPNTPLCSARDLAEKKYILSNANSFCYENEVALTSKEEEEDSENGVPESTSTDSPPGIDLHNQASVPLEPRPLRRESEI
STK33 kinase inh: inhibitors of purified STK33 kinase, primary screen, biochemical, ADP-Glo luminescence, homogeneous, cell-free. MBP phosphorylation. inhibition, % at 10 µM. hit rate 0.073% among 320,000. AID 2661, 2010;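 active means inhibition at or above 25%, using the most active replicate where run in duplicate; inactive means inhibition below 25%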
Target sequence (Q9BYT3 whole entry, looked up): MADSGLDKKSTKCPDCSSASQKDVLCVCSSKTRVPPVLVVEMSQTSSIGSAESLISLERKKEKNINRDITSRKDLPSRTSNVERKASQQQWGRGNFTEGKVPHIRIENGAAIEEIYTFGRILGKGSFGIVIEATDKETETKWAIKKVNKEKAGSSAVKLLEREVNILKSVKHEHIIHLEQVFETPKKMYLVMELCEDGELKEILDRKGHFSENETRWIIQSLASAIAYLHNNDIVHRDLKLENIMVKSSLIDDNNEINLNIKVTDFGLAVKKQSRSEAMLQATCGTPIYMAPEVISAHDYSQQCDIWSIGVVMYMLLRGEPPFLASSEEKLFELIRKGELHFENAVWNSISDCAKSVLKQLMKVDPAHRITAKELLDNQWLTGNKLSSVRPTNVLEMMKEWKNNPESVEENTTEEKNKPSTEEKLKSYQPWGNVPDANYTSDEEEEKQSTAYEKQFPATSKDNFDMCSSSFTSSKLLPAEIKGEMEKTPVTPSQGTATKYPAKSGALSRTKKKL
KCNQ2 block: KCNQ2 potassium channel inhibitors, primary screen, cell-based, CHO-K1, FluxOR thallium flux, B-score (AID 2156) | Potassium voltage-gated channel subfamily KQT member 2 (Rattus norvegicus), O88943 | 20 min; stronger effect = lower value | B-score at 10 µM | hit rate 1.1% among 310,000;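 active means fluorescence ratio B-score at most minus 3 library SDs, with starting brightness B-score within 2 library SDs, cut at about -5.5 in these data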
Starred values were filed as active, the others as inactive; i = inactive; x = not tested or not shown.

Results follow in this order: Kir21 block | STK33 kinase inh | KCNQ2 block
CCOC(=O)Cc1csc(NC(=O)CSc2nncn2C)n1
    0.04 | -0.1 | i
CS(=O)(=O)c1ccccc1C(=O)Nc1cc2c(cc1C(=O)O)OCCCO2
    -0.06 | -1.1 | i
COC(=O)c1ccc2nc(NC(=O)COC(=O)CSc3nc(C)cc(C)n3)sc2c1
    0.73 | -0.1 | i
O=c1c2[nH]c3ccccc3c2ncn1CCN1CCCCC1
    0.38 | -1.6 | i
CCCN(C(=O)COC(=O)CCOc1ccccc1)c1c(N)n(Cc2ccccc2)c(=O)[nH]c1=O
    0.34 | -2.4 | i
Cc1c(/C=N\NC(=O)c2ccc([N+](=O)[O-])cc2)cnn1C
    0.24 | -0.8 | i
Cc1nc2ccc(NC(=S)N3CCOCC3)cc2nc1C
    -1.5 | -0.8 | i
CCc1nnc(NC(=O)CCC(=O)N2CCCC2)s1
    -0.71 | 0.0 | i
CCCCC(NC(=O)COc1cc2c(c3oc(=O)cc(C)c13)CCC(C)(C)O2)C(=O)O (configuration not stated)
    0.58 | 0.1 | i
COc1cccc(NC(=O)C2CCOC2=O)c1 (configuration not stated)
    1.6 | -1.0 | i
Cc1ccc(CSc2nc(N)cc(N)n2)cc1
    1.7 | 0.7 | i
O=C(OCCOCCN=C1NS(=O)(=O)c2ccccc21)c1ccncc1
    0.87 | -2.3 | i
O=C1C(Oc2ccccc2)C(c2ccc3c(c2)OCO3)N1CCc1ccc(F)cc1 (configuration not stated)
    -1 | 0.6 | i
O=C(NCc1ccccn1)Nc1ccc(Cl)c(Cl)c1
    0.63 | 1.1 | i
c1ccc2c3c([nH]c2c1)C(C1CCCCC1)N(Cc1ncc[nH]1)CC3 (configuration not stated)
    -4.6* | 0.5 | i
C=CCc1cc(C)cc(C)c1OCCn1cncn1
    -0.08 | -0.9 | i
COc1ccc(CNC(=S)Nc2ccccc2Cl)cc1
    0.12 | 0.8 | i
COc1ccccc1C(=O)N(Cc1cccs1)C1CCS(=O)(=O)C1 (configuration not stated)
    0.14 | -0.9 | i
COc1ccccc1/C=C/C(=O)NCC(=O)N/N=C(/C)c1ccco1
    0.31 | 0.2 | i
CCc1ccc(/C=C2/Sc3ccccc3N(CC(=O)NCCCOC)C2=O)cc1
    2.9 | -2.2 | i
COc1ccc(NC(=S)N2CCC(N(C)CC3CCCO3)CC2)cc1Cl (configuration not stated)
    -1.2 | 3.3 | i
CC(=O)Nc1ccc(NC(=S)Nc2ccc(Br)cc2)cc1
    -1.6 | -1.8 | i
O=C(COC(=O)c1cc2c(s1)CCC2)Nc1ccc(F)cc1
    -0.01 | 0.0 | i
COCCn1c(N)c(Sc2ccccc2[N+](=O)[O-])c(=O)[nH]c1=O
    -0.06 | 0.2 | i
COc1ccc(NS(=O)(=O)c2ccc(C)c(C(=O)O)c2)cc1
    0.05 | 0.2 | i
Cc1c(NC(=S)NC(=O)C(C)(C)C)c(=O)n(-c2ccccc2)n1C
    -0.51 | 1.3 | i
CCS(=O)(=O)Nc1ccc(-c2nnc(SCC(=O)c3cccc(OC)c3)o2)cc1
    -0.01 | -1.8 | i
CCOc1ccc(C2NC(=O)c3n[nH]c(C)c32)cc1 (configuration not stated)
    1.2 | -1.9 | i
O=C(Cn1nc(-c2ccccc2Cl)ccc1=O)Nc1ccc(Br)cc1
    -2 | -0.4 | i
CSc1ncccc1C(=O)NC(C)C1CC2CCC1C2 (configuration not stated)
    1.3 | -2.9 | i
CC(C)N(C(=O)COC(=O)c1cc(Cl)cc(Cl)c1N)C(C)C
    -2.2 | -0.9 | i
O=C(NCc1nnnn1-c1ccc(Cl)cc1)c1ccc(Br)o1
    -1.5 | -2.7 | i
Cc1ccc(NC(=O)COC(=O)c2ccc([N+](=O)[O-])o2)cc1S(=O)(=O)N1CCCCCC1
    -0.38 | -0.2 | i
Cc1ccn2cc(CCNC(=O)CC3CCCCC3)nc2c1
    -0.03 | -0.9 | i
CCOc1ccc(NC(=O)CN(C)C(=O)Cn2cnc3c2c(=O)n(C)c(=O)n3C)cc1OCC
    -1.2 | -2.1 | i
S=C(N/N=C/c1ccc(Cl)c(Cl)c1)Nc1ccccc1Cl
    1.7 | 0.1 | i
CCOC(=O)COc1nc(-c2ccc(Cl)cc2)cc(-c2ccco2)c1C#N
    -0.23 | -0.6 | i
CCc1noc(C)c1C(=O)Nc1ccc(Cl)c(S(=O)(=O)N2CCCCC2)c1
    0.54 | 0.4 | i
COc1ccc(CCN2C(=O)c3ccccc3C2(O)c2ncc[nH]2)cc1OC (configuration not stated)
    0.37 | 2.5 | i
Cc1ccc(N=C2C(=O)Nc3ccccc32)c(C)c1
    0.76 | -0.1 | i
Cc1ccc(NC(=O)CN(C)S(=O)(=O)c2ccc3c(c2)n(C)c(=O)c(=O)n3C)cc1
    1.3 | -1.0 | i
CCOc1cc(C(=O)N(C)Cc2cc3ccccc3[nH]c2=O)cc(OCC)c1OCC
    -2.2 | -2.1 | i
O=C(NCc1ccccc1)C(=O)NCC1OCCN1C(=O)c1ccc(Cl)cc1 (configuration not stated)
    -0.67 | 0.6 | i
O=C(NCC(c1ccco1)N1CCCC1)c1cccc(NS(=O)(=O)c2ccc(Br)cc2)c1 (configuration not stated)
    -0.53 | 0.3 | i
Cc1cc(C)n(-c2nc(SCC(=O)O)c3c4c(sc3n2)CCCC4)n1
    0.4 | -1.4 | i
CC(C)CN1CCC(Oc2cccc(C(=O)NCCc3ccccc3)c2)CC1
    -2.7 | -1.8 | i
Cc1ccc(CN2CCN(Cc3ccco3)CC2)cc1
    -2.8 | -0.1 | i
CN(Cc1cn(C)nc1-c1ccc(Oc2ccccc2)cc1)C1CCOC1 (configuration not stated)
    -2.2 | -0.1 | i
CC(=O)n1cc([C@@H]2C=C(C(=O)Nc3ccccc3)O[C@H](OCCCCO)C2)c2ccccc21
    1.1 | -2.2 | i
O=C(Nc1cccs1)Nc1c(F)c(F)c(F)c(F)c1F
    -0.62 | -0.7 | i
COc1ccc2nc(SCC(=O)NCc3ccc(OC)c(OC)c3)[nH]c2c1
    -0.68 | 0.1 | i
Cc1cc(C)nc(Nc2ccccc2Br)n1
    -0.28 | -0.9 | i
COc1ccc(CNC(=O)COC(=O)c2ccccc2C(=O)c2ccccc2)cc1
    -1.7 | -1.4 | i
COc1ccccc1CNC(=O)COC(=O)[C@H](Cc1c[nH]c2ccccc12)NC(=O)c1cccs1
    -0.68 | -1.8 | i
COC(=O)c1ccc(NC(=O)COc2cccc(-n3cnnn3)c2)cc1
    -0.47 | -4.5 | i
Cc1cccc(-c2nc(CS(=O)CC(=O)NCc3ccco3)c(C)o2)c1 (configuration not stated)
    1.8 | -1.2 | i
COC(=O)Cn1ccc(N(C)C)c(C#N)c1=O
    2.4 | 0.7 | i
O=C(Nc1ccc(C(=O)N2CCCCC2)cc1)c1ccccc1Br
    -0.54 | 1.0 | i
COC(=O)CNC(c1ccccc1)c1cc(Br)ccc1NC(=O)CCN1CCOCC1 (configuration not stated)
    1.4 | 0.5 | i
CC(=O)Nc1ccc2c(c1)OCCO2
    0.01 | -1.2 | i

Carrying on.
Results follow in this order: Kir21 block | STK33 kinase inh | KCNQ2 block
CC(C)(C)c1[nH]nc2c1C(c1ccsc1)C(C#N)=C(N)O2 (configuration not stated)
    -1.2 | 0.3 | i
COc1cccc(NC(=S)N/N=C2\CC(C)(C)Oc3ccc(O)cc32)c1
    1.3 | x | i
CCn1c(CN2CCN(Cc3ccc(C)cc3)C(CCO)C2)nc2ccccc21 (configuration not stated)
    0.05 | -0.6 | i
Cc1ccc2c(C)nc(N/C(N)=N/S(=O)(=O)c3ccccc3)nc2c1
    1.1 | -0.1 | i
O=C1CCc2cc(S(=O)(=O)N3CCC(C(=O)NC4CCCC4)CC3)ccc2N1
    0.6 | -0.8 | i
COc1ccc(CN2CCC(=O)N([C@H](CO)CC(C)C)CC2)cc1
    0.27 | -2.5 | i
CC(C)OC(=O)CSc1nnc(-c2cnccn2)n1Cc1ccco1
    -2.7 | -2.1 | i
Cc1cc(C(=O)OCC(=O)Nc2ncc(C(F)(F)F)cc2Cl)c(C)o1
    -0.02 | -0.6 | i
Cc1ccc2c(c1)N(C(=O)CCC(=O)NCCCN1CCC(Cc3ccccc3)CC1)CCO2
    -0.85 | -2.7 | i
Cc1ccc(OC(=O)c2ccc(S(=O)(=O)N(C)C)cc2)c(-n2nc3ccccc3n2)c1
    -0.04 | -0.6 | i
COc1ccc(NC(=O)c2sc3nc(C)cc(C)c3c2N)cc1
    0.38 | x | i
COc1cccc(C(=O)NNC(=O)C(=O)Nc2ccc(C)cc2)c1
    2 | -1.0 | i
COc1cc2[nH]c(C(=O)N3CCN(c4ccc(F)cc4)CC3)cc2c(OC)c1OC
    1.6 | -1.2 | i
CSc1ccc(S(=O)(=O)N2CCC(C(=O)NCCc3ccccc3)CC2)cc1
    -1.3 | -0.9 | i
O=C(CCSc1nnc2ccccn12)Nc1ccc2c(c1)OCO2
    0.18 | 2.7 | i
Nc1ncnc2c1CCC2
    0.53 | -0.5 | i
CCOc1ccccc1CN1CCN(Cc2nc3c(s2)CCCC3)CC1CCO (configuration not stated)
    -0.63 | 0.5 | i
Cc1cc(C)n(C(=O)/C(C#N)=N\Nc2ccccc2[N+](=O)[O-])n1
    2.1 | -0.2 | i
CC(=O)N(C(C)=O)S(=O)(=O)c1ccc(N=NN2CCOCC2)cc1
    0.38 | -2.2 | i
COc1ccc(/C=N/NC(=O)CSCC(=O)Nc2ccccc2)cc1
    -2.4 | -0.9 | i
CC1CCC/C(=N\NC(=S)Nc2ccccc2)C1 (configuration not stated)
    -0.22 | -1.0 | i
CCS(=O)(=O)c1ccc(-c2cccc(NC(=O)COc3ccccc3)c2)nn1
    2 | -1.5 | i
COc1cccc(C2CC(c3ccc(NS(C)(=O)=O)cc3)=NN2C(=O)c2ccccc2)c1OC (configuration not stated)
    -0.06 | -1.1 | i
CCN(Cc1ccccc1)C(=O)CN1C(=O)NC(CC)(c2ccc(F)cc2)C1=O (configuration not stated)
    -0.44 | -0.3 | i
CC1=C/C(=C\c2ccc(Br)o2)C(=O)O1
    2.5 | -1.4 | i
COc1ccc(C(=O)OCC(=O)NCc2ccco2)cc1S(=O)(=O)N1CCN(c2cccc(Cl)c2)CC1
    -0.9 | -1.2 | i
Cc1cccn2c(=O)c3cc(C#N)c(=O)n(-c4c(C)n(C)n(-c5ccccc5)c4=O)c3nc12
    0.05 | -0.2 | i
CCN(Cc1nc(-c2ccc(OC)cc2)no1)C(=O)c1ccc2c(c1)OCO2
    0.09 | -2.8 | i
CCOC(=O)C1CCN(C(=O)CS(=O)(=O)Cc2nc(-c3ccccc3Cl)oc2C)CC1
    -0.92 | -0.3 | i
O=C(CSc1nc2cc(S(=O)(=O)N3CCOCC3)ccc2o1)NC1CCCc2ccccc21 (configuration not stated)
    -2.2 | -0.8 | i
COc1nc(-c2ccc(Cl)cc2)ccc1-c1noc(-c2cccs2)n1
    -4.2 | -0.7 | i
O=C(CSc1nc2ccccc2n1Cc1ccccc1)N/N=C/c1ccco1
    -1.6 | -2.4 | i
COc1ccc(CN(C(=O)c2cccs2)C(C(=O)NC2CCCCC2)c2ccc3ncccc3c2)cc1 (configuration not stated)
    0.1 | -0.9 | i
CCOC(=O)c1ccccc1NC(=O)CN1C(=O)c2ccccc2S1(=O)=O
    -1.8 | -1.8 | i
CC(C)NS(=O)(=O)c1ccc(OCC(=O)NCc2ccco2)cc1
    -0.68 | 1.6 | i
O=[N+]([O-])c1cccc(OCCCN2CCC(Cc3ccccc3)CC2)c1
    -1.6 | 0.4 | -5.7*
CCOc1ccccc1NC(=O)CSc1nnc(CNC(=O)c2ccccc2F)o1
    0.89 | -1.4 | i
CS(=O)(=O)NNC(=O)CN1C(=O)C2C3C=CC(C3)C2C1=O (configuration not stated)
    1.4 | -0.6 | i
COC(=O)c1cc2ccccn2c2c(C(=O)OC)c(C(=O)OC)cc1-2
    0 | -0.1 | i
COCCn1c(=NC(=O)c2cc(Cl)sc2Cl)sc2cc(S(N)(=O)=O)ccc21
    -1 | 1.0 | i
O=C(NCc1ccc(F)cc1)c1cnc(-c2ccccn2)nc1C(F)(F)F
    0.79 | -1.1 | i
O=C(NNc1cc(Cl)cc(Cl)c1)c1c(F)cccc1Cl
    -0.3 | -0.7 | i
Cc1cccc(-c2nc3ccccc3c(=O)n2NC(=O)Cc2ccc(Cl)cc2)c1
    -0.05 | -0.4 | i
COc1cccc(NC(=O)c2cc(-c3ccc(OC)cc3OC)nc3ccccc23)c1
    0.01 | -1.6 | -6.4*

3 compounds already listed, arranged by heavy-atom count, largest number first.
Results follow in this order: Kir21 block | STK33 kinase inh | KCNQ2 block
O=C(NCc1ccc(F)cc1)c1cnc(-c2ccccn2)nc1C(F)(F)F
    0.79 | -1.1 | i
COc1ccc(NC(=O)c2sc3nc(C)cc(C)c3c2N)cc1
    0.38 | x | i
Cc1cc(C)nc(Nc2ccccc2Br)n1
    -0.28 | -0.9 | i
